From PubChem
S3 lipid droplet = qHTS Assay for Lipid Storage Modulators in Drosophila S3 Cells; Drosophila S3 cells, BODIPY lipid droplet fluorescence, 18-24 h; cells fed with added oleic acid; Potency in µM for hits, for the others lipid storage change, negative = inhibition, % at the top dose, mostly 46.1 µM; hit rate 0.64% among 320,000; active = well fitted inhibition curve with a large enough effect in the signal ratio, with a control signal flat, not every such curve was filed as active; inconclusive = small, poorly fitted or top-dose-only effect, or effect the other way, or a change in a side signal; the % refers to the signal ratio
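Drosophila S3 cells got compounds at several concentrations plus oleic acid (400 uM solution). Laser-scanning cytometry with 488 nm excitation read lipid droplets at 500-530 nm and cells at 575-640 nm. Percent activity was relative to 20 uM Triacsin C.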
S3 lipid droplet cell count max = also measured in S3 lipid droplet; calls as there; cell number change, %; measured here: cell count max response;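 cells counted by Cell Tracker Red CMTPX staining in the red channel; peak over a dose series mostly up to 46.1 µM; percent activity relative to internal control wells on each plate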
* = called active by the depositor; i = inactive; ? = inconclusive; nt = no result given; [ ] = dose if it differs, or a comment. % is scaled to controls: 0 for no effect and ±100 for the full control effect; potency is read from the fitted curve at half-maximal effect. Some of the compounds tested; the hit share may differ from the screen's.

S3 lipid droplet cell count max,S3 lipid droplet,compound
nt,?,COc1ccc(/C(N)=N/OC(=O)Cc2ccc(C)cc2)cc1
nt,?,COc1cccc(Oc2ccc(C(F)(F)F)cc2NC(=O)CCc2nc3ccccc3c(=O)[nH]2)c1
nt,?,Cc1cccc(NC(=O)c2ccccc2NC(=O)C2CCCCC2)c1C
nt,?,CN(Cc1ccccc1)C(=O)CCS(=O)(=O)c1cc2c(cc1Cl)NC(=O)CO2
22,6%,CCCCc1c(C)c(C#N)c2nc3ccccc3n2c1Cl
nt,?,O=[N+]([O-])c1ccc(COc2ccc(CNc3ccccc3)cc2)cc1
nt,?,Cc1ccc(-c2csc(N3CCN(CCCn4c(C(F)(F)F)nc5ccccc54)CC3)n2)cc1
nt,?,CCn1c(Cc2ccc(OC)cc2)nnc1SCC(=O)Nc1cccc(C(=O)OC)c1

Continuation.
S3 lipid droplet cell count max,S3 lipid droplet,compound
nt,?,Cc1cc(NC(=O)c2ccccc2)c(Cl)cc1N
nt,?,CC(C)Oc1ccc(S(=O)(=O)N2CCCCC2)cc1NC(=O)CN1C(=O)NC2(CCCC2)C1=O
nt,?,CN(C)c1nc(C#N)nc(N2CCOCC2)n1
-15,-1%,C=CCN1C(=O)c2ccccc2NC1c1cc(Br)cs1 (stereo not given)
nt,?,COc1ccc(-c2cn3cc(C)ccc3n2)cc1OC
nt,?,O=C(NCCc1ccc(F)cc1)c1n[nH]c2ccccc12
nt,?,Cc1ccc(NC(=O)NC(=O)c2ccccc2)cc1F
0,3%,Cc1cccc(N2C(=O)CS/C2=N\NC(=O)c2ccc(Cl)cc2)c1C

The listing continues.
S3 lipid droplet cell count max,S3 lipid droplet,compound
0,5%,Nc1nc(SCC(=O)Nc2ccc(OCc3ccccc3)cc2)n[nH]1
nt,?,Cc1cc(S(=O)(=O)N2CCOCC2)ccc1OCC(=O)Nc1ccc(Br)cc1F
-8,i,Cn1c(=O)c2c(nc(Oc3cccc(Br)c3)n2C)n(C)c1=O
nt,?,COc1ccc(OC)c(NC(=O)CCN2CCN(CCO)CC2)c1
3,20%,COc1ccc(-c2nn(-c3ccccc3)cc2CNCc2cccnc2)c(F)c1
nt,?,Cc1cccc(C(=O)NCCNC(=O)c2cccnc2)c1
-28,i,CC(=O)NC(CC(=O)OCC(=O)Nc1ccc2c(c1)OCO2)c1ccccc1 (stereo not given)
6,2%,CCSc1nnc(NC(=O)C(C)Sc2nc3ccccc3[nH]2)s1 (stereo not given)

Following part:
S3 lipid droplet cell count max,S3 lipid droplet,compound
nt,i,CCOc1ccccc1CN1CCNC(=O)C1CC(=O)NCCC1=CCCCC1 (stereo not given)
nt,i,CCOC(=O)N1CCN(c2ccc(S(=O)(=O)N(Cc3ccccc3)Cc3ccccc3)cn2)CC1
nt,?,CCOc1ccc(N2CC(=O)SC2=S)cc1
nt,?,COC(=O)c1cc(NC(=O)c2cccc(C(F)(F)F)c2)c(=O)oc1C
20,i,Cc1ccc(-n2ccn(CC(=O)NCCc3ccccc3)c(=O)c2=O)cc1C
nt,?,O=C(CSc1nnc(NC(=O)c2ccco2)s1)Nc1ccc2c(c1)OCCO2
nt,?,O=C(NCCSCc1c(F)cccc1Cl)c1ccco1
nt,?,O=C(c1cnccn1)N1CCc2ccccc21

(further entries)
S3 lipid droplet cell count max,S3 lipid droplet,compound
nt,?,O=C(Nc1ccc(Cl)cc1C(=O)NCc1cccnc1)c1ccco1
nt,7%,Cc1noc(C)c1CSc1ccccc1C(=O)Nc1nccs1
-1,-1%,CC(NC(=O)CCNC(=O)c1ccccc1Cl)C1CC2CCC1C2 (stereo not given)
nt,?,COc1ccc2cc3cc(C(=O)N4CCCCC4C)oc3nc2c1 (stereo not given)
nt,?,O=C(Cn1[nH]c(=O)c2ccccc2c1=O)NC1CCCCCC1
1,3%,O=C(CSc1nncs1)Nc1ccc2c(c1)OCCO2
nt,?,O=[N+]([O-])c1ccc2[nH]c3nc4ccccc4nc3c2c1
nt,?,Cc1cccc2cc(COC(=O)c3ccccn3)c(=O)[nH]c12

The list continues.
S3 lipid droplet cell count max,S3 lipid droplet,compound
nt,?,O=C(Nc1ccccc1)NC1CCCCC1
-22,-28%,COc1ccc(S(=O)(=O)N(CC(=O)NCCC(C)C)c2ccccc2)cc1OC
nt,?,COC(=O)c1oc2ccc(Cl)cc2c1N
2,1%,O=C(/C=C\c1ccc(-c2cccc([N+](=O)[O-])c2)o1)N1CCOCC1
1,-17%,COc1cccc(C2CC(c3cccs3)=NN2C(=O)CCC(=O)O)c1OC (stereo not given)
nt,?,O=[N+]([O-])c1cc(C(F)(F)F)ccc1Sc1nccn1Cc1ccccc1
nt,?,CC1=CC(C)(C)n2c(O)c(N=N)c3c(C)ccc1c32
nt,?,COc1ccc(Cl)cc1NC(=O)Cn1nc(-c2ccc(C)cc2)n(C)c1=S

(further entries)
S3 lipid droplet cell count max,S3 lipid droplet,compound
8,i,Cc1ccsc1CN(C)CC(=O)Nc1ccc([N+](=O)[O-])cc1Cl
nt,?,CC1C(=O)N(c2ccc(S(=O)(=O)N(C)C)cc2)C1(/C=C/c1ccccc1)C(=O)NC1CCCC1 (stereo not given)
nt,?,CONc1nc2nonc2nc1NOC
-25,6%,COc1cccc(-c2cc(C(=O)Nc3ccc(OC)c(OC)c3)no2)c1
-11,-18%,CC1(C)CN=C(NC2CCCCC2)S1
nt,?,O=C(OCC(=O)N1CCN(Cc2ccccc2)CC1)c1ccc(Cl)cc1
15,2%,COc1ccccc1NC(=O)CCSc1nnc(-c2ccncc2)o1
nt,?,Cc1cccc(C(C#N)c2ccc(Cl)nn2)c1 (stereo not given)

(cont.)
S3 lipid droplet cell count max,S3 lipid droplet,compound
-18,-2%,O=C(COC(=O)c1c2c(nc3ccccc13)CCCCC2)c1ccc(Cl)s1
10,i,Cc1c(NC(=O)Nc2cccc(C#N)c2)c(=O)n(-c2ccccc2)n1C
-1,11%,CN(C(=O)c1ccncc1)c1nnc(-c2cnccn2)s1
nt,?,Cc1ccc(S(=O)(=O)c2nnn3c2nc(N2CCOCC2)c2ccccc23)c(C)c1
nt,?,CCOc1ccc(Nc2nc(Cc3nnc(SCC(=O)NC4CCCC4)n3C)cs2)cc1
11,12%,CC(=O)c1sc(NC(=O)c2cccs2)nc1C
nt,?,Cc1ccc(-c2nc3ccccc3c(=O)n2Cc2ccccc2)cc1
-26,-8%,COc1cc(-c2csc(N3CCOCC3)n2)cc(OC)c1OC

5 compounds from above, sorted by formula weight, rising:
S3 lipid droplet cell count max,S3 lipid droplet,compound
11,12%,CC(=O)c1sc(NC(=O)c2cccs2)nc1C
-1,11%,CN(C(=O)c1ccncc1)c1nnc(-c2cnccn2)s1
nt,?,Cc1ccc(-c2nc3ccccc3c(=O)n2Cc2ccccc2)cc1
-18,-2%,O=C(COC(=O)c1c2c(nc3ccccc13)CCCCC2)c1ccc(Cl)s1
nt,?,CCOc1ccc(Nc2nc(Cc3nnc(SCC(=O)NC4CCCC4)n3C)cs2)cc1

Other entries follow.
S3 lipid droplet cell count max,S3 lipid droplet,compound
nt,?,CCOc1nc(-c2ccncc2)nc2ccccc12
nt,?,COCCNC(=O)CSc1ccccc1C(=O)NC1CCCc2ccccc21 (stereo not given)
nt,-6%,O=c1cnn([C@@H]2O[C@H](CO)[C@@H](O)[C@H]2O)c(=O)[nH]1
nt,?,O=C(NCCCn1ccnc1)C(=O)NCC1OCCCN1S(=O)(=O)c1ccc(Cl)cc1 (stereo not given)
nt,?,Cc1ccc(SCC(=O)N(Cc2nc(-c3ccccc3)no2)C(C)C)cc1
5,3%,c1ccc(CN2CCC(N3CCN(Cc4ccc5c(c4)OCO5)CC3)CC2)cc1
-3,5%,CCSc1ccccc1C(=O)N=C1NC(=O)CC2C(=O)NCCN12 (stereo not given)
-4,-12%,COc1ccc(/C=C(\C)c2nc(C)c(-c3ccccc3)c(=O)[nH]2)cc1

The results go on:
S3 lipid droplet cell count max,S3 lipid droplet,compound
nt,?,CCOc1ccc(NC(=O)CSCC(=O)O)cc1
nt,?,CC(=O)c1ccc(NC(=O)C2(S(=O)(=O)c3ccccc3)CC2)cc1
nt,?,C=CCn1c(SCc2ccc(F)cc2)nc2c1c(=O)[nH]c(=O)n2C
nt,?,O=C(Nc1ccc(F)cc1F)c1sccc1SCc1cccc(C(F)(F)F)c1
nt,?,OCCNCCNCc1ccccc1OCc1ccccc1
nt,?,CCOc1ncccc1C(=O)NCCCSc1ccccc1
-11,0%,COc1cccc(N2CCN(c3ccc(N4C(=O)CCC4=O)cc3[N+](=O)[O-])CC2)c1
-30,-14%,COc1ccc(Nc2cc(C(=O)NCc3cccnc3)c3ccccc3n2)c(OC)c1

6 compounds drawn at random from those above, as already listed:
S3 lipid droplet cell count max,S3 lipid droplet,compound
nt,?,O=[N+]([O-])c1cc(C(F)(F)F)ccc1Sc1nccn1Cc1ccccc1
nt,?,CCn1c(Cc2ccc(OC)cc2)nnc1SCC(=O)Nc1cccc(C(=O)OC)c1
nt,?,COc1ccc(OC)c(NC(=O)CCN2CCN(CCO)CC2)c1
-1,-1%,CC(NC(=O)CCNC(=O)c1ccccc1Cl)C1CC2CCC1C2 (stereo not given)
nt,?,CONc1nc2nonc2nc1NOC
nt,?,O=C(Nc1ccc(F)cc1F)c1sccc1SCc1cccc(C(F)(F)F)c1

Next section
S3 lipid droplet cell count max,S3 lipid droplet,compound
nt,?,COc1cccc2[nH]c3c(=O)n(CCCN4CCOCC4)cnc3c12
26,23%,Cn1nc(C(F)(F)F)c(/C=N/OC(=O)c2ccccc2)c1Cl
nt,?,CCc1c(C)c2ccc(OCC(=O)NCC3CCC(C(=O)O)CC3)cc2oc1=O (stereo not given)
-10,3%,COCCCNC(=O)c1ccc(Cn2c(=O)c3ccccc3n(Cc3ccccc3C#N)c2=O)cc1
nt,?,CN(Cc1cccs1)C(=O)CCc1c[nH]c2ccccc12
nt,?,CC(C)[C@H](NC(=O)C1CC(=O)N(c2ccc3c(c2)OCCO3)C1)C(=O)NC1CCCC1 (stereo not given in full)
nt,?,CC(C)c1ccc(C2C3=C(CC(C)(C)CC3=O)NC3=C2C(=O)c2ccccc23)cc1 (stereo not given)
nt,?,COCCNC(=O)c1onc(CSc2cc(C)cc(C)c2)c1C(=O)NCCOC

Next section:
S3 lipid droplet cell count max,S3 lipid droplet,compound
nt,?,COc1ccc(C(=O)NCCS(=O)(=O)NCc2cccs2)cc1
nt,?,O=C(c1ccc(Br)o1)N1N=C(c2ccc(Cl)cc2)CC1c1ccco1 (stereo not given)
nt,?,Cn1c(=O)n(C)c2cc([N+](=O)[O-])c(N3CCN(C(=O)c4ccccc4Cl)CC3)cc21
nt,?,O=C(COC(=O)c1ccc(Cl)c(S(=O)(=O)N2CCc3ccccc3C2)c1)Nc1ncc(Cl)cc1Cl
nt,?,O=C(c1csc2ccccc12)N1CCN(c2ccccn2)CC1
18,11%,COc1cc2nc(N(CCCN(C)C)C(=O)c3ccc(S(=O)(=O)N4CCc5ccccc5C4)cc3)sc2cc1OC
-2,8%,O=C(NCN1C(=O)C2C3C=CC(C3)C2C1=O)Nc1nccs1 (stereo not given)
18,12%,COc1ccc(CCNC(=O)CN(c2cc([N+](=O)[O-])ccc2OC)S(C)(=O)=O)cc1

The list continues:
S3 lipid droplet cell count max,S3 lipid droplet,compound
-7,-4%,CC(C)(C)NC(=O)NCc1ccco1
nt,?,CC(C)CC(NC(=O)C1CCC(C)CC1)C(=O)NCc1cccnc1 (stereo not given)
4,-10%,COc1cc(/C=N/NC(=O)c2cc(-c3ccccc3)nc3ccccc23)ccc1O
-10,-30%,Cc1c(Br)c([N+](=O)[O-])nn1CC(=O)N1CCN(Cc2ccccc2)CC1
17,i,O=C1CCC(C(=O)N2CCC(O)(c3ccccc3)CC2)CN1CCc1ccccc1 (stereo not given)
nt,?,COc1ccc(CSc2nnc(N)s2)cc1F
nt,?,Cc1nn(Cc2ccccc2)c(N)c1-c1ccccc1
nt,?,COc1ccc(C(=O)NC2CC3CCCC(C2)N3Cc2ccccc2)cc1 (stereo not given)

Next part.
S3 lipid droplet cell count max,S3 lipid droplet,compound
nt,?,CCOC(=O)C1=NN(c2ccccc2)C2(S1)SC(C(C)=O)=C(C)N2c1ccccc1 (stereo not given)
nt,?,Cc1ccc(C(=O)OCC(=O)N2CCCc3ccccc32)cc1C
-5,i[0.0737 µM],Cc1cccnc1NC(=O)CNC(=O)COc1ccccc1
17,i,CC1Oc2ccccc2N(CC(=O)NCCN2CCOCC2)C1=O (stereo not given)
nt,?,CC(=O)Nc1ccc(-n2cc(-c3ccccc3)[nH]c2=S)cc1
nt,?,Cc1nn(-c2c(Cl)cc(Cl)cc2Cl)c(=O)c2ccccc12
1,13%,Cc1ccc(C)c(N(CC(=O)NC2CCCC2)C(=O)CCCC(=O)Nc2ccccn2)c1
nt,i,COc1cccc(C2=NOC(C(=O)Nc3cc(C)on3)C2)c1 (stereo not given)

Continued.
S3 lipid droplet cell count max,S3 lipid droplet,compound
13,10%,CC(=O)c1ccccn1
nt,?,CCOC(=O)c1c(NC(=O)/C=C/c2ccc3c(c2)OCO3)sc(C)c1CC
nt,?,O=C(Cc1sc(-c2ccccc2)nc1-c1ccccc1)Nc1ccccc1
nt,?,COc1ccc(-c2ccc3nnc(SCC(=O)N4CCCC4)n3n2)cc1
9,2%,Cc1onc(-c2ccccc2)c1CNC(=O)Nc1ccccc1
4,2%,C=CCO/N=C(/CCC)C1=C(N)CC(C)(C)CC1=O
nt,?,N#C/C(=C/c1ccc(F)cc1)c1nnc(NC(=O)c2ccccc2)s1
nt,?,O=C(/C=C/c1ccccc1Cl)N(Cc1cccs1)C1CCS(=O)(=O)C1 (stereo not given)
nt,?,CCCNC(=O)CC(NS(=O)(=O)c1ccc(OC)cc1)c1ccco1 (stereo not given)
